TcdB GH inh: TcdB glycohydrolase inhibition; 350,000 tested, 0.24% active; inhibition, % at 9.99 µM; TcdB glycohydrolase enzymatic assay, plate reader; in the data active means inhibition above about 10%
Mtb BioA inh: BioA (M. tuberculosis) enzyme inhibition. purified M. tuberculosis BioA enzyme, plate reader. inhibition, % at 9.99 µM. 360,000 tested, 0.096% active; in the data active means inhibition above about 40%
Active calls of the source: *.

Below each compound: TcdB GH inh, Mtb BioA inh
C[C@@H]1CCCCO[C@H](CN(C)C(=O)Cc2ccccc2)[C@@H](C)CN([C@@H](C)CO)C(=O)c2cc(NS(=O)(=O)c3ccc(Cl)cc3)ccc2O1
→ 0.5, -1.2
COc1ccc(NC(=O)Nc2ccc3c(c2)CC(=O)N([C@@H](C)CO)C[C@@H](C)[C@@H](CN(C)S(=O)(=O)c2cccs2)O3)cc1
→ -0.9, 0.9
CS(=O)(=O)Nc1ccc2c(c1)[C@H]1C[C@@H](CC(=O)NCc3cc(F)ccc3F)O[C@@H](CO)[C@H]1O2
→ 0.1, -1.6
CCNC(=O)C[C@@H]1CC[C@H]2[C@H](COc3ccc(NC(=O)Nc4ccccc4C)cc3C(=O)N2C)O1
→ 0.5, 0.9
CCCNC(=O)C[C@@H]1C[C@H]2c3cc(N(C)C)ccc3O[C@H]2[C@@H](CO)O1
→ -49.3, -2.0
CCC(=O)N(C)C[C@H]1Oc2ncc(C#Cc3ccc(OC)cc3)cc2C(=O)N([C@@H](C)CO)C[C@H]1C
→ -0.3, 3.3
COc1ccc(NC(=O)N(C)C[C@@H]2OCCCC[C@@H](C)Oc3ccc(NS(=O)(=O)c4cccs4)cc3C(=O)N([C@@H](C)CO)C[C@H]2C)cc1
→ -3.3, -5.5
O=C(Cc1ccncc1)N1CCCCN2[C@H](CO)[C@@H](c3ccc(C#Cc4ccccc4F)cc3)[C@@H]2C1
→ 1.0, -3.9
CCCC(=O)Nc1ccc2c(c1)C(=O)N(C)C[C@H](OC)[C@H](C)CN(C(C)=O)[C@@H](C)CO2
→ 0.1, -0.2
COCC(=O)Nc1ccc2c(c1)[C@H]1C[C@H](CC(=O)NCc3ccccc3OC)O[C@@H](CO)[C@H]1O2
→ 1.2, -0.7
O=C(Nc1cc(Cl)cc(Cl)c1)N[C@H]1CC[C@@H](CCNS(=O)(=O)c2cccc(F)c2)O[C@H]1CO
→ -0.2, -1.8
CO[C@@H]1CN(C)C(=O)c2ccc(NC(=O)C3CC3)cc2OC[C@H](C)N(Cc2nccs2)C[C@H]1C
→ 1.1, 9.8
O=C(C[C@@H]1CC[C@H]2[C@@H](COC[C@H](O)CN2C(=O)c2cccnc2)O1)NCc1ccc(-c2ccccc2)cc1
→ 0.3, -3.2
CCCN1[C@H](C(=O)N[C@H](C)c2ccccc2)[C@@H](CO)[C@@H]2Cn3c(ccc(-c4ccc(F)cc4)c3=O)[C@@H]21
→ -1.5, 5.0
CCCNC(=O)N[C@@H]1CC[C@@H](CC(=O)NC2CCC2)O[C@@H]1CO
→ -1.3, 0.6
COCC(=O)Nc1ccc2c(c1)OC[C@@H](C)N(Cc1ccncc1)C[C@@H](C)[C@@H](OC)CN(C)C2=O
→ 0.7, 0.0
CO[C@@H]1CN(C)C(=O)c2cc(NC(=O)C3CCC3)ccc2OC[C@H](C)NC[C@H]1C
→ 1.6, -3.3
C[C@H]1CN([C@@H](C)CO)C(=O)c2cc(C#CC3CCCCC3)cnc2O[C@H]1CN(C)S(C)(=O)=O
→ -0.1, 5.4
O=C(C1CCCC1)N1[C@@H]2CN(S(=O)(=O)c3ccccc3)c3ccccc3[C@@H]2[C@@H]1CO
→ 1.5, 5.1
Cc1noc(C)c1S(=O)(=O)Nc1ccc2c(c1)C(=O)N([C@H](C)CO)C[C@@H](C)[C@@H](CN(C)S(=O)(=O)c1ccc(Cl)cc1)O2
→ 1.4, -3.1

One compound at a time (already shown). Values in the order: TcdB GH inh	Mtb BioA inh
C[C@@H]1CCCCO[C@H](CN(C)C(=O)Cc2ccccc2)[C@@H](C)CN([C@@H](C)CO)C(=O)c2cc(NS(=O)(=O)c3ccc(Cl)cc3)ccc2O1 across the screens: 0.5	-1.2
COc1ccc(NC(=O)N(C)C[C@@H]2OCCCC[C@@H](C)Oc3ccc(NS(=O)(=O)c4cccs4)cc3C(=O)N([C@@H](C)CO)C[C@H]2C)cc1 across the screens: -3.3	-5.5
Cc1noc(C)c1S(=O)(=O)Nc1ccc2c(c1)C(=O)N([C@H](C)CO)C[C@@H](C)[C@@H](CN(C)S(=O)(=O)c1ccc(Cl)cc1)O2 across the screens: 1.4	-3.1
O=C(Nc1cc(Cl)cc(Cl)c1)N[C@H]1CC[C@@H](CCNS(=O)(=O)c2cccc(F)c2)O[C@H]1CO across the screens: -0.2	-1.8
CO[C@@H]1CN(C)C(=O)c2ccc(NC(=O)C3CC3)cc2OC[C@H](C)N(Cc2nccs2)C[C@H]1C across the screens: 1.1	9.8

The results go on.
Below each compound: TcdB GH inh, Mtb BioA inh
C[C@@H]1CN([C@@H](C)CO)C(=O)c2cc(C#Cc3cccc(F)c3)cnc2O[C@H]1CN(C)C(=O)C1CC1
→ 0.0, 0.7
CCC(=O)N1[C@@H](CO)[C@H](c2ccccc2)[C@@H]1CNC(=O)CN1CCOCC1
→ -0.2, 2.7
O=C(C[C@@H]1CC[C@@H]2[C@H](COC[C@H](O)CN2C(=O)C2CCOCC2)O1)NCc1ccncc1
→ -0.3, -1.4
O=C(C[C@H]1C[C@H]2c3cc(NC(=O)c4ccc5c(c4)OCO5)ccc3O[C@H]2[C@@H](CO)O1)NCc1ccc(Cl)cc1
→ 0.6, 0.0
O=C(NC1Cc2ccccc2C1)[C@H]1N[C@H]2c3cccc(=O)n3C[C@H]2[C@@H]1CO
→ -0.7, -0.7
CS(=O)(=O)Nc1ccc2c(c1)[C@H]1C[C@H](CC(=O)NCc3ccncc3)O[C@H](CO)[C@H]1O2
→ 0.8, 0.4
Cc1noc(C)c1S(=O)(=O)Nc1ccc2c(c1)C(=O)N([C@H](C)CO)C[C@H](C)[C@H](CN(C)C(=O)NC1CCCCC1)OCCCC[C@H](C)O2
→ 1.1, -1.0
CC(C)NC(=O)Nc1ccc2c(c1)C(=O)N([C@H](C)CO)C[C@H](C)[C@@H](CN(C)S(=O)(=O)c1ccc(F)cc1)OCCCC[C@@H](C)O2
→ 1.0, 0.4
C[C@@H]1CN([C@H](C)CO)C(=O)c2cc(NC(=O)NC3CCCCC3)ccc2O[C@@H](C)CCCCO[C@H]1CN(C)Cc1ccccc1
→ 0.7, -0.5
O=C(C[C@H]1C=C[C@H](NC(=O)C2CC2)[C@H](CO)O1)NCC1CC1
→ -0.6, -2.3
C[C@H]1CCCCO[C@@H](CN(C)C(=O)C2CCCCC2)[C@@H](C)CN([C@@H](C)CO)C(=O)c2cc(NS(C)(=O)=O)ccc2O1
→ 0.6, -1.1
Cc1noc(C)c1NC(=O)N(C)C[C@@H]1Oc2ccc(NC(=O)Nc3ccc(C(F)(F)F)cc3)cc2CC(=O)N([C@H](C)CO)C[C@@H]1C
→ -1.7, -5.1
C[C@H](CO)N1C[C@H](C)[C@H](CN(C)S(C)(=O)=O)Oc2ncc(-c3ccccc3)cc2C1=O
→ -1.5, 11.9
Cc1ccc(S(=O)(=O)N(C)C[C@@H]2Oc3c(NC(=O)c4cc(C)nn4C)cccc3C(=O)N([C@H](C)CO)C[C@H]2C)cc1
→ -0.3, 0.1
Cc1noc(C)c1NC(=O)N(C)C[C@H]1Oc2ccc(NC(=O)NC3CCCCC3)cc2CC(=O)N([C@H](C)CO)C[C@H]1C
→ -0.4, -0.9
Cc1ccc(S(=O)(=O)Nc2ccc3c(c2)C(=O)N([C@H](C)CO)C[C@H](C)[C@H](CN(C)S(=O)(=O)c2cccs2)OCCCC[C@H](C)O3)cc1
→ 0.6, -2.2
COc1ccc(COCC23N=C4SCC(=O)N4[C@H](c4ccccc4O2)[C@H]3COC(=O)c2ccccc2)cc1
→ -0.4, -0.5
Cc1noc(C)c1S(=O)(=O)Nc1ccc2c(c1)C(=O)N([C@@H](C)CO)C[C@@H](C)[C@H](CN(C)S(=O)(=O)c1c(C)noc1C)OCCCC[C@@H](C)O2
→ -6.9, -3.6
N#C[C@@H]1[C@@H](c2ccc(C#Cc3cccc(F)c3)cc2)[C@@H](CO)N1C(=O)C1CCC1
→ 0.2, 6.6
O=C(C[C@@H]1CC[C@H]2[C@@H](COC[C@H](O)CN2S(=O)(=O)c2ccccc2F)O1)NCc1ccccc1Cl
→ -0.3, -3.6
CCCC#Cc1ccc2c(c1)O[C@H](CN(C)Cc1ccccn1)[C@H](C)CN([C@@H](C)CO)S2(=O)=O
→ -3.0, 0.3
C[C@@H]1CN([C@H](C)CO)C(=O)c2cc(NC(=O)Cc3cn(C)c4ccccc34)ccc2O[C@H]1CN(C)Cc1ccc2c(c1)OCO2
→ 0.4, 4.1
C[C@H]1CN([C@@H](C)CO)C(=O)c2cc(NC(=O)Cn3cnnn3)ccc2O[C@H]1CN(C)C(=O)Nc1ccc(C(F)(F)F)cc1
→ -1.5, -0.9
COc1ccc(S(=O)(=O)Nc2ccc3c(c2)CC(=O)N([C@@H](C)CO)C[C@@H](C)[C@H](CN(C)Cc2ccc4c(c2)OCO4)O3)cc1
→ -0.4, 2.5
CO[C@@H]1CN(C)C(=O)c2cc(NS(=O)(=O)c3ccc(F)cc3)ccc2OC[C@H](C)NC[C@H]1C
→ -0.2, -2.6
CCC(=O)N1[C@H](CO)[C@H](c2ccc(-c3ccccc3)cc2)[C@H]1CN(CC)C(C)=O
→ 0.7, 10.0
CO[C@@H]1CN(C)C(=O)c2ccc(NC(=O)c3cccc(F)c3)cc2OC[C@@H](C)N(C)C[C@H]1C
→ 0.8, 0.1
COc1cccc(S(=O)(=O)N[C@H]2C=C[C@@H](CC(=O)NCc3ccccc3)O[C@@H]2CO)c1
→ -1.0, 0.3
COc1ccccc1CNC(=O)C[C@@H]1CC[C@@H]2[C@H](COc3ccc(NC(=O)Nc4ccc(F)c(F)c4)cc3C(=O)N2C)O1
→ 0.2, 7.9
COc1ccc(CN(C)C[C@H]2Oc3c(NC(=O)Nc4c(C)noc4C)cccc3C(=O)N([C@@H](C)CO)C[C@@H]2C)cc1
→ 0.0, -0.2
Cc1ccc(S(=O)(=O)Nc2ccc3c(c2)C(=O)N([C@H](C)CO)C[C@H](C)[C@H](CN(C)CC2CC2)OCCCC[C@@H](C)O3)cc1
→ -7.1, 0.1
COc1ccc(CN(C)C[C@@H]2OCCCC[C@@H](C)Oc3ccc(NC(=O)NC(C)C)cc3C(=O)N([C@@H](C)CO)C[C@H]2C)cc1
→ -0.2, 0.6
C[C@H](CO)N1C[C@H](C)[C@@H](CN(C)C(=O)Nc2ccc3c(c2)OCO3)OCCCC[C@H](C)Oc2ccc(NC(=O)Nc3ccccc3)cc2C1=O
→ 0.9, -0.8
CO[C@@H]1CN(C)C(=O)c2ccc(NC(=O)C3CCOCC3)cc2OC[C@H](C)N(C(C)=O)C[C@@H]1C
→ 1.6, 0.9
C[C@H](CO)N1C[C@H](C)[C@@H](CN(C)C(=O)Nc2ccc(F)cc2)Oc2ccc(NC(=O)CCN3CCOCC3)cc2C1=O
→ -0.2, -0.6
C[C@H]1CCCCO[C@@H](CN(C)C)[C@@H](C)CN([C@@H](C)CO)C(=O)c2cc(N(C)C)ccc2O1
→ -20.0, 2.4
CN(C)CC#Cc1ccc([C@@H]2[C@@H](CO)N3CCCCN(C(=O)NC4CCCC4)C[C@H]23)cc1
→ -0.7, 6.1
O=C(CN1CCOCC1)N1[C@H](CO)[C@H]2c3ccccc3NC[C@H]21
→ 0.0, -3.5
COc1ccc(NC(=O)Nc2ccc3c(c2)C(=O)N([C@H](C)CO)C[C@@H](C)[C@@H](CN(C)C(=O)NC(C)C)O3)cc1
→ 0.2, -1.1
C[C@@H]1CCCCO[C@H](CN(C)C(=O)c2ccncc2)[C@@H](C)CN([C@H](C)CO)C(=O)c2cc(NC(=O)c3ccccc3)ccc2O1
→ -5.6, -2.5
Cc1noc(C)c1S(=O)(=O)Nc1ccc2c(c1)C(=O)N([C@@H](C)CO)C[C@H](C)[C@H](CN(C)S(=O)(=O)c1cn(C)cn1)OCCCC[C@H](C)O2
→ -0.1, 0.0
CNC[C@@H]1OCCCC[C@H](C)Oc2ccc(NS(=O)(=O)c3ccc(F)cc3)cc2C(=O)N([C@@H](C)CO)C[C@@H]1C
→ 0.4, -2.0
CC=Cc1ccc2n(c1=O)C[C@@H]1[C@@H](CO)[C@H](C(=O)NC3CCC3)N(S(C)(=O)=O)[C@H]21 (mixture of isomers)
→ 1.3, 1.3
CO[C@H]1CN(C)C(=O)c2cc(NC(=O)Nc3ccccc3F)ccc2OC[C@H](C)N(C(C)=O)C[C@@H]1C
→ -0.5, -1.9
C/C=C/c1ccc2c(c1)O[C@@H](CN(C)C(=O)Nc1ccccc1)[C@@H](C)CN([C@@H](C)CO)S2(=O)=O
→ 0.6, 25.0
CC12N=C3SCc4ccccc4CN3[C@H](c3ccccc3O1)[C@H]2CO[Si](C)(C)C(C)(C)C
→ 0.0, 1.2
CCC(=O)N(C)C[C@H]1Oc2ncc(C#CCc3ccccc3)cc2C(=O)N([C@@H](C)CO)C[C@@H]1C
→ -1.2, -1.3
C[C@@H]1CN([C@H](C)CO)C(=O)c2cc(C#CC3CC3)cnc2O[C@H]1CN(C)C(=O)c1ccccc1
→ -0.9, 3.5
C[C@@H]1CCCCO[C@H](CN(C)Cc2ccncc2)[C@H](C)CN([C@H](C)CO)C(=O)c2cc(NC(=O)Nc3cccc4ccccc34)ccc2O1
→ -1.0, -6.3
C[C@H](CO)N1C[C@H](C)[C@@H](CN(C)Cc2ccccc2)Oc2c(NS(=O)(=O)c3ccc(Cl)cc3)cccc2C1=O
→ -1.3, -0.7
COc1ccc(S(=O)(=O)Nc2cccc3c2O[C@H](CN(C)Cc2ccc4c(c2)OCO4)[C@@H](C)CN([C@H](C)CO)C3=O)cc1
→ 0.9, 1.5
COc1ccc(NC(=O)Nc2cccc3c2O[C@H](CN(C)Cc2ccc4c(c2)OCO4)[C@H](C)CN([C@H](C)CO)C3=O)cc1
→ -3.1, -0.5
C[C@@H]1CN([C@@H](C)CO)C(=O)c2cc(C#Cc3ccncc3)cnc2O[C@H]1CN(C)CC1CCOCC1
→ 0.6, -4.9

Single entries from the results shown.
COc1ccc(CN(C)C[C@H]2Oc3c(NC(=O)Nc4c(C)noc4C)cccc3C(=O)N([C@@H](C)CO)C[C@@H]2C)cc1 in TcdB GH inh has 0.0
N#C[C@@H]1[C@@H](c2ccc(C#Cc3cccc(F)c3)cc2)[C@@H](CO)N1C(=O)C1CCC1 in Mtb BioA inh has 6.6

High-throughput results: PubChem, Broad Institute

The list is partial, so the mix of outcomes need not match the whole.
